Screening results as filed in PubChem.
D2 ag – activates the human D2 dopamine receptor | P14416 | HEK293 T-REx D2 cells, calcium flux agonist mode | activation, % at 2 µM | hit rate 0.53% among 340,000 | AID 485358;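 active = activation over 3 SD above normal in the single-dose calcium agonist read, cut at about 30% in these data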; note: 0% is about no effect
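Calcium-flux readout, 1 cycle/sec over 180 s following compound pin transfer, in inducible HEK293 Trex D2 cells (force-coupled); dopamine controls included. Positive calcium responses during this window marked compounds as potential agonists.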
D2 antagonist – D2 dopamine receptor (human) antagonism; hit rate 2% among 340,000; P14416; HEK293 TREx D2 cells, calcium flux, dopamine EC80; inhibition, % at 10 µM; in the data active = inhibition above about 30%; note: 0% is about no effect
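Read-out: kinetic calcium fluorescence (1 cycle/s) in inducible HEK293 T-REx D2 cells after an EC80 dopamine addition that followed 180 s compound preincubation. Loss of the dopamine response indicates antagonism.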
TRHR agonist – agonists of human TRH receptor; AID 493084; TRHR cells, calcium flux fluo-8, FDSS agonist mode; activation, % at 2 µM; hit rate 0.18% among 360,000; P34981; in the data active = activation above about 30%; note: 0% is about no effect
Target sequence (P34981 whole entry, looked up): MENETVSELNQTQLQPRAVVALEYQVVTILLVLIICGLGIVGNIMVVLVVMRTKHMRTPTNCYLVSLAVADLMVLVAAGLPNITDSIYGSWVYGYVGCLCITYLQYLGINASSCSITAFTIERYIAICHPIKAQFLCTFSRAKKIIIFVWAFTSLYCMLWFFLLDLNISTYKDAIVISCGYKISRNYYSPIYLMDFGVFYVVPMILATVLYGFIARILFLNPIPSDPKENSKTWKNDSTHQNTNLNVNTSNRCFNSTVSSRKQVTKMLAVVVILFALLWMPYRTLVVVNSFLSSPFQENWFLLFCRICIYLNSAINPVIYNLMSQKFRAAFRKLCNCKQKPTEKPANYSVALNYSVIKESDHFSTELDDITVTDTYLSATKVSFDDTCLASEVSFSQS
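Steps: seed TRHR cells overnight; add fluo-8 no-wash Ca dye, RT 30 min–1.5 h; record 10 s baseline; pin-transfer compounds; monitor fluorescence 1 cycle/s for the agonist window. Calcium increases flag candidate agonists.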
USP1-UAF1 inh – inhibitors of human USP1/UAF1 deubiquitinase; recombinant USP1/UAF1, Ub-Rhodamine cleavage fluorescence; Potency, µM (titrated, usually from 57.1 µM), inactives show at the top dose activity change, negative = inhibition, usual class: inhibitors; hit rate 0.23% among 390,000; AID 743255; note: potency is the fitted concentration of half-maximal effect; % is set by controls: 0 for no effect and ±100 for the full control effect; nearly all actives have a fitted effect of over 60% in size; inactives centre near -12
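Step one: compound is pinned into 1nM USP1/UAF1 in HEPES pH 7.8 buffer with TCEP. Step two: 15 min room-temperature incubation. Step three: Ub-Rho (150nM final) starts cleavage, tracked by fluorescence over six one-minute reads.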
IDH1 R132H inh – blocks human mutant IDH1 R132H enzyme. O75874. IDH1-R132H enzyme, NADPH consumption, diaphorase/resazurin fluorescence. Potency, µM (top dose mostly 76.6 µM), inactives show at the top dose activity change, negative = inhibition, most hits filed as inhibitors. hit rate 0.093% among 390,000; note: potency is the fitted concentration of half-maximal effect; % is set by controls: 0 for no effect and ±100 for the full control effect; nearly all actives have a fitted effect of over 65% in size
Target sequence (O75874 whole entry R132H, stated change not applied): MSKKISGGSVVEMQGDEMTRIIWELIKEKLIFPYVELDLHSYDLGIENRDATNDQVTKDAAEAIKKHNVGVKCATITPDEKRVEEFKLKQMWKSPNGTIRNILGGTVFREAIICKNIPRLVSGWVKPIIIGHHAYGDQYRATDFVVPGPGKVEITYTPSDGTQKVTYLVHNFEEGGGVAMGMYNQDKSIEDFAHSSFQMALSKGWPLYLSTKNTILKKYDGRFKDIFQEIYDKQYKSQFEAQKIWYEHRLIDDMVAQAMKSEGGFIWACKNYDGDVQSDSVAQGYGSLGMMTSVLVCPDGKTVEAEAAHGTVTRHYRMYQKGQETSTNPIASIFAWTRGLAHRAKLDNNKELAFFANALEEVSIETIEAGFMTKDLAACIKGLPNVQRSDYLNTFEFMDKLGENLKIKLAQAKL
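IDH1-R132H (0.5 ug/mL) preincubated 30 min with compound, then NADPH (0.016 mM) and alpha-KG (2 mM) added; 80 min at RT, pH 7.5. Remaining NADPH coupled via diaphorase/resazurin to fluorescence (540/590 nm); concentration-response curves normalized to no-enzyme control.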
TrxR1 inh – rat TrxR1 inhibition. O89049. recombinant rTrxR1, NADPH fluorescence consumption, selenite substrate. Potency, µM (top dose mostly 114 µM), for inactives: top-dose activity change, negative = inhibition, most hits filed as inhibitors. hit rate 1% among 390,000. AID 588453; note: potency is the fitted concentration of half-maximal effect; % is set by controls: 0 for no effect and ±100 for the full control effect; nearly all actives have a fitted effect of over 65% in size
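Rat TrxR1 (90 nM in the dispensed reagent) was pre-reduced with 400 uM NADPH for 5 min at room temperature, then incubated with compound for 15 min. After 400 uM selenite was added, NADPH fluorescence (Ex 340/Em 450 nm) was followed for 8 min.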
TrxR1 substrate – substrates of rat thioredoxin reductase 1 | O89049 | purified TrxR1 substrate turnover, NADPH consumption readout | Potency, µM (titrated, usually from 114 µM), for inactives: top-dose activity change, negative = substrate turnover | hit rate 0.01% among 390,000; note: potency is the fitted concentration of half-maximal effect; % is set by controls: 0 for no effect and ±100 for the full control effect; nearly all actives have a fitted effect of over 50% in size
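Rat TrxR1, dispensed at 90 nM, was prereduced with 400 uM NADPH (final) for 5 min at ~22 deg C, then incubated with compound 15 min before 400 uM selenite. A first-read NADPH fluorescence drop versus no-compound background flagged substrates.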
PI4K2A block – inhibitors of human PI4K2A; purified PI4K2A, ADP-Glo luminescence, 1 h; stronger effect = lower value; hit rate 0.13% among 420,000; activity change, negative = inhibition, % at 76.9 µM; AID 1346378; in the data active = activity change below about -50%; inconclusive = mostly about -30% to -49%;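 note: -100% = wells without enzyme as full effect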
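Compounds are screened against recombinant PI4K2A using PI as substrate and ATP, the latter dispensed at 300 microM. Reactions run one hour at ambient temperature before ADP-Glo detection; full inhibition defined by wells lacking enzyme.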
TRHR PAM – allosterically enhances the human TRH receptor; P34981; TRHR cells, fluo-8 calcium fluorescence, EC20 TRH enhancement; enhancement, % at 2 µM; hit rate 0.66% among 360,000; AID 493056; in the data active = enhancement above about 30%; note: 0% is about no effect
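TRHR-expressing cells loaded with fluo-8 calcium dye were read kinetically (ex 480/em 530) during compound addition, then stimulated with an EC20 of TRH (10 nM final). Enhancement of the Gq-mediated intracellular calcium response was scored.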
* marks the source's active call; other numbers are inactive results; ? = inconclusive; nt = not tested or not shown; & = joins results of further samples; [ ] = another dose, or the depositor's remark. Unless noted, calls come from the whole dose curve; as a rule, active = well fitted inhibition curve with a large enough effect; inconclusive = small, poorly fitted or top-dose-only effect; inactive = no such curve, though single readings can be large or run the other way. Rows were taken by chance; overall some 3.9% were active at least once.

SMILES | D2 ag | D2 antagonist | TRHR agonist | USP1-UAF1 inh | IDH1 R132H inh | TrxR1 inh | TrxR1 substrate | PI4K2A block | TRHR PAM
CCOc1ccc(CNCc2ccc(C(=O)O)cc2)cc1OC | 0.7 | -11 | -0.6 | 3% | -1% | 23%[57.1 µM] | 14% | -5 | 15
CSc1cccc(CNC(=O)C2CCC(=O)N(CCc3ccccn3)C2)c1 (stereo unspecified) | 0.1 | 9 | -0.1 | -16% | 0% | -5% | -5% | 4 | -4
COc1ccc(-c2cc(C(=O)Nc3ccccc3O)c3ccccc3n2)cc1 | nt | nt | nt | ? | 3% | 12%[11.4 µM] | 5%[57.1 µM] | 2 | nt
O=C1CC(NCCc2ccccc2)C(=O)N1CCc1ccccc1 (stereo unspecified) | 10 | -6 | -0.2 | -1% | 0% | 39%[activator][57.1 µM] | 16%[57.1 µM] | -7 | 1
CS(=O)(=O)c1[nH]nc(-c2cccc(Cl)c2)c1C#N | -1.4 | -3 | -0.9 | 7% | -1% | 9%[57.1 µM] | 2%[57.1 µM] | -4 | -1
COc1ccccc1OCC(=O)Nc1ccccc1C(=O)N1CCCC1 | -0.4 | -22 | 0.0 | -14% | 1% | 5%[57.1 µM] | 2%[57.1 µM] | 4 | 17
COc1ccccc1CNC(=S)NCCc1ccccc1 | -2.3 | -13 | -0.6 | -5% | 2% | 5%[57.1 µM] | 8%[57.1 µM] | 0 | 1
CC(=O)Nc1ccc(NC(=O)CSc2nnc3ccc(-c4ccccn4)nn23)cc1 | 0.1 | 0 | 0.2 | -8% | -4% | 15%[57.1 µM] | 3%[57.1 µM] | -3 | -8
CC[C@H](C)[C@H](NC(N)=O)C(=O)OCC(=O)NCc1ccc(Cl)cc1 | -0.1 | 2 | 0.2 | -4% | 4% | 51%[activator] | 5% | -7 | -2
CCn1c(SCC(=O)NCCc2ccccc2)nc2c([nH]c3ccccc32)c1=O | 0.2 | -17 | -0.3 | -23% | 5% | 14% | -3% | 5 | -2

Quoted from the listing, two compounds:
SMILES | D2 ag | D2 antagonist | TRHR agonist | USP1-UAF1 inh | IDH1 R132H inh | TrxR1 inh | TrxR1 substrate | PI4K2A block | TRHR PAM
CC[C@H](C)[C@H](NC(N)=O)C(=O)OCC(=O)NCc1ccc(Cl)cc1 | -0.1 | 2 | 0.2 | -4% | 4% | 51%[activator] | 5% | -7 | -2
CCn1c(SCC(=O)NCCc2ccccc2)nc2c([nH]c3ccccc32)c1=O | 0.2 | -17 | -0.3 | -23% | 5% | 14% | -3% | 5 | -2

(listing goes on)
SMILES | D2 ag | D2 antagonist | TRHR agonist | USP1-UAF1 inh | IDH1 R132H inh | TrxR1 inh | TrxR1 substrate | PI4K2A block | TRHR PAM
CCC(C)NCCCCOc1ccc(Br)cc1 (stereo unspecified) | nt | nt | -1.2 | -11% | 4% | -13% | -11% | 2 | 16
COc1ccc(-c2csc(N(CCc3ccccc3)C(=O)COc3ccccc3)n2)cc1 | 2.3 | 3 | 0.9 | -9% | -2% | 6% | -2% | 3 | 4
O=C(Nc1nnc(S(=O)(=O)Nc2ccccc2)s1)C1CCCCC1 | 0.2&-0.2 | -38 | 0.4&0.6 | -25%&-1% | 17%&0% | 12%&13% | -2%&-1% | 1&-4 | 2&-3
COc1ccc(OCc2cc(C(=O)N3CCCC(OC)C3)no2)c2ccccc12 (stereo unspecified) | -1.1 | -10 | -0.9 | -18% | 0% | -9% | -2%[57.1 µM] | -3 | -2
Cc1cc2nc(-c3ccc(NC(=O)c4ccc(OCC(C)C)cc4)cc3)oc2cc1C | -1.2 | nt | -0.8 | 2% | 0% | 27% | 12% | -6 | 6
Cc1ccc(N2C(=O)C(Cl)=C(N3CCN(C)CC3)C2=O)c(C)c1 | 1.0 | -13 | 0.5 | 5% | -2% | -22% | 2% | 0 | -1
CCOC(=O)C1CCN(c2c(NCCCN3CCN(Cc4ccccc4)CC3)c(=O)c2=O)CC1 | 27 | 16 | -0.5 | -1% | 2% | 8% | -1% | -6 | 4
CC1CCCC(NC(=S)Nc2ccc(SC(F)F)cc2)C1C (stereo unspecified) | 0.2 | -10 | -0.4 | -3% | 1% | -24%[57.1 µM] | -5%[57.1 µM] | -6 | 5
CC1=C(C(=O)OCc2ccccc2)C(c2cccc(F)c2)NC(=O)N1 (stereo unspecified) | -1.4 | 3 | -0.4 | -27% | 8% | 19%[57.1 µM] | 7%[57.1 µM] | -2 | -9
Cc1nc(C(=O)NNC(=O)c2cccc(Cl)c2)c(C(F)(F)F)o1 | 0.5 | -2 | 0.2 | -14% | 7% | 17% | 5%[57.1 µM] | -2 | 5
COc1cc(C(C)=O)ccc1Oc1ccc(S(=O)(=O)N2CCOCC2)cn1 | 0.8 | -11 | 0.2 | 1% | 4% | 14% | -5% | 1 | -3
CCc1sc(C(=O)NC(C)C2CCCO2)cc1Br (stereo unspecified) | 0.1 | -14 | -0.2 | -2% | 14% | 6% | 3% | -3 | -5
CCn1nc2cc(C(=O)NCc3cc(C(F)(F)F)cc(C(F)(F)F)c3)ccc2c1OC | nt | nt | -0.9 | ? | 11% | 30% | 44%[activator] | -2 | 6
COc1ccc(S(=O)(=O)Cc2ccc(C(=O)N3CCN(c4ccc(Cl)cc4)CC3)o2)cc1 | -0.3 | -7 | -0.6 | -18% | 1% | 11% | 1% | 1 | -9
CC1C(O)=C(c2nc3ccccc3[nH]2)C(=N)N1c1ccccc1 (stereo unspecified) | nt | nt | 0.0 | -6% | 6% | 15% | 8% | 0 | -1
COc1ccc(-c2nc(-c3cccc(C)c3)no2)cc1OC | nt | nt | 0.3 | -8% | 4% | 27% | 13% | 2 | 2
c1ccc(-c2nc(NCCCn3ccnc3)c3oc4ccccc4c3n2)cc1 | -0.1 | -9 | -0.6 | -7% | ? | 1% | -5% | 1 | 1
CC1CN(C(=O)COC(=O)c2ccc(F)cc2Cl)CC(C)O1 (stereo unspecified) | 0.7 | 13 | 0.7 | -2% | 7% | 19% | 4% | 6 | 0
Cc1ccc(NC(=O)c2ccccc2-c2ccccc2C(=O)O)cc1 | 1.6 | 10 | 0.0 | -18% | -1% | -11% | -11% | -8 | -5
Cc1cccc(N2C(=O)C(Oc3ccc(Cl)cc3Cl)C2C(=O)O)c1C (stereo unspecified) | -0.4 | -6 | -0.8 | -16% | 0% | 13% | 3%[57.1 µM] | -2 | 10
Cc1ccc(NC(=O)CSc2nncn2C)c(C)c1 | 3.7 | nt | 1.2 | -24% | -6% | 13% | -5% | -8 | -7
COCOc1ccc(C=O)cc1OCOC | nt | nt | nt | -15% | 8% | -8% | -2% | 6 | nt
Cn1c(NC(=O)C[n+]2cc(-c3ccc(Cl)cc3)n3c2CCC3)cc(=O)n(C)c1=O | 0.7 | -2 | -0.1 | -21% | 2% | 9% | 0% | 1 | 5
O=C1CC(N2CCOCC2)C(=O)N1CCc1ccccc1 (stereo unspecified) | -0.7 | 1 | -0.1 | -23% | -1% | 14%[57.1 µM] | 9%[57.1 µM] | -5 | 2
CCOC(=O)CSC1=C(C#N)C(c2ccccc2OCC)C(C#N)C(=O)N1 (stereo unspecified) | -0.3 | -8 | -1.2 | -12% | 46µM* | -13% | -5% | -1 | 4
CCOC(=O)C1CCCN(Cc2cccc(Cl)c2)C1 (stereo unspecified) | 0.7 | -25 | -0.2 | -15% | 4% | 4% | 1% | 3 | 0
C[C@]12C(=O)N(c3cccc(Cl)c3)C(=O)N1[C@@H]1c3ccccc3OC[C@@H]1[C@H]2c1ccccc1 | nt | nt | nt | -10% | -9% | 16% | 3% | -1 | nt
CCOC(=O)c1ccccc1NC(=O)CSc1nc2c(sc(=S)n2CC)c(=O)[nH]1 | nt | nt | nt | -13% | -12% | 8% | -8% | 3 | nt
Cc1cccc(C(=O)OC(C)C(=O)Nc2ccc(S(=O)(=O)Nc3ncccn3)cc2)c1C (stereo unspecified) | -0.3 | 5 | 0.1 | -6% | -6% | 3% | -1% | 9 | 8
CCOC(=O)c1sc(NC(=O)CSc2nnnn2-c2ccc(C)cc2)c(C(=O)OCC)c1C | -0.9 | 5 | -0.8 | -15% | -9% | 20%[57.1 µM] | 4%[57.1 µM] | 13 | -3
O=C(Nc1nccs1)c1nc[nH]c1C(=O)N1CCc2ccccc2C1 | -0.4 | 2 | -0.4 | ? | 11% | 8% | 1% | -2 | 4
COc1ccc(C(=O)N2CCCC(C(=O)c3ccccc3OC)C2)cc1OC (stereo unspecified) | -0.7 | -17 | -0.3 | -28% | -11% | 26% | 8% | 3 | -13
O=C(CN1C(=O)CCc2cc(Br)ccc21)Nc1ccc(OC(F)(F)F)cc1 | 0.9 | nt | 0.8 | -17% | -22% | 28%[57.1 µM] | 2%[57.1 µM] | -6 | 7

An excerpt from above in order of SMILES length, highest first.
SMILES | D2 ag | D2 antagonist | TRHR agonist | USP1-UAF1 inh | IDH1 R132H inh | TrxR1 inh | TrxR1 substrate | PI4K2A block | TRHR PAM
Cc1cccc(C(=O)OC(C)C(=O)Nc2ccc(S(=O)(=O)Nc3ncccn3)cc2)c1C (stereo unspecified) | -0.3 | 5 | 0.1 | -6% | -6% | 3% | -1% | 9 | 8
CCOC(=O)C1CCN(c2c(NCCCN3CCN(Cc4ccccc4)CC3)c(=O)c2=O)CC1 | 27 | 16 | -0.5 | -1% | 2% | 8% | -1% | -6 | 4
Cc1cccc(N2C(=O)C(Oc3ccc(Cl)cc3Cl)C2C(=O)O)c1C (stereo unspecified) | -0.4 | -6 | -0.8 | -16% | 0% | 13% | 3%[57.1 µM] | -2 | 10
c1ccc(-c2nc(NCCCn3ccnc3)c3oc4ccccc4c3n2)cc1 | -0.1 | -9 | -0.6 | -7% | ? | 1% | -5% | 1 | 1
O=C(Nc1nnc(S(=O)(=O)Nc2ccccc2)s1)C1CCCCC1 | 0.2&-0.2 | -38 | 0.4&0.6 | -25%&-1% | 17%&0% | 12%&13% | -2%&-1% | 1&-4 | 2&-3
COc1ccccc1OCC(=O)Nc1ccccc1C(=O)N1CCCC1 | -0.4 | -22 | 0.0 | -14% | 1% | 5%[57.1 µM] | 2%[57.1 µM] | 4 | 17
